esBAF inh – blocks esBAF chromatin remodeling in mouse ES cells. Bmi1-luciferase knock-in reporter, 24 h; 100% = twice the neutral-well signal. reporter increase, % at 12.5 µM. 2% of 350,000 active. AID 602393; in the data active = activation above about 40%; inconclusive = no clear call, values can overlap the other calls;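 also: 0% = median of the plate's neutral control wells and 100% = double that signal; a rise in the Bmi1 reporter signal indicates esBAF inhibition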
Casp6 inh – blocks human caspase-6 cleavage activity; P55212; purified caspase-6, Z-VEID-R110 cleavage fluorescence; inhibition, % at 12.5 µM; 0.53% of 350,000 active;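 active = mean inhibition across replicates at least about 35%, with every replicate also reaching that limit, limit read from the data; inconclusive = only one of the two criteria met; inactive = neither criterion met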;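 also: 0% = median of neutral control wells and 100% = no fluorescence left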
ARNT TACC3 PPI – ARNT/TACC3 interaction disruption | inhibition, % at 9.99 µM | 0.66% of 390,000 active | AlphaScreen His-ARNT PAS-B/GST-TACC3 binding, luminescence; TACC3 fragment carries E629A point mutation;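 active = mean inhibition of replicates at least 50% and at least half of replicates each reaching 50%; inconclusive = half or more replicates reach 50% but mean below 50%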;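 also: 0% = complete ARNT plus TACC3 wells and 100% = ARNT alone without TACC3; many hits fall short of the cut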
RAD54 inh – blocks human RAD54 Holliday junction branch migration; Q92698; FAM/BHQ fluorescence; inhibition, % at 10.4 µM; 0.14% of 360,000 active;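 active = mean normalized replicate activity at least 40 and at least half of replicates scoring 40 or more; inconclusive = only one of the two criteria met; inactive = mean below 40 and under half of replicates reaching 40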;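 also: 0% = median of neutral control wells and 100% = median of positive control wells; inhibitors cause a drop in the FAM fluorescence signal; in these data hits start at about 50%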
RAD52 inh – RAD52 (human) annealing inhibition; AID 651710; 0.46% of 360,000 active; P43351; inhibition, % at 18.7 µM; recombinant RAD52 DNA annealing, FRET fluorescence;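 active = every replicate showing at least 50% inhibition; inconclusive = mean inhibition at least 50% but not in every replicate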
Target sequence (P43351 whole entry, looked up): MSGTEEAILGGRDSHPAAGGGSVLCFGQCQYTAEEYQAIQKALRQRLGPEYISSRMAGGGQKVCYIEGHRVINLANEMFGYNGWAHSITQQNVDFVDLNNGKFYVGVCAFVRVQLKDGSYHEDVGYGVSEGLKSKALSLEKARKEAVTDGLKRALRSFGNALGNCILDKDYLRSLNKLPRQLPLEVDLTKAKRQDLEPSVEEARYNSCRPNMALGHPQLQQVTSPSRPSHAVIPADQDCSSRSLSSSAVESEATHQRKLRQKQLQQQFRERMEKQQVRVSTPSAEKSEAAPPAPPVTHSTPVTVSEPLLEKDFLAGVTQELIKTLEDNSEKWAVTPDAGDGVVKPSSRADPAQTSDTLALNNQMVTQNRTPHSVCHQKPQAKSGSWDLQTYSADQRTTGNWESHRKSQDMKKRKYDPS
ERp5 inh – blocks human ERp5 reductase activity on insulin; AID 651711; 0.05% of 350,000 active; inhibition, % at 9.99 µM; ERp5 insulin aggregation, absorbance 650 nm, 90 min; Q15084;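 active = mean replicate inhibition above about 25%, with every replicate also reaching it, limit read from the data, passing the limit was not always enough; inconclusive = only one of those two criteria met; inactive = neither criterion met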
E-sel inducer – E-selectin induction on HUVECs; HUVEC E-selectin immunofluorescence imaging; normalized: neutral wells 0, TNF-alpha wells 100; activation, % at 7.58 µM; 0.37% of 260,000 active; AID 686992;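 active = mean E-selectin-positive cell signal at least 10% of the positive control, reached in at least 60% of replicates, without over 20% cell loss; inconclusive = no rule given, readout overlaps actives, possibly toxicity-flagged; inactive = the rest, including those meeting only one limit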;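 also: in these data hits start at about 27%; measured in HUVEC primary endothelial cells; signal is the percent of cells scored E-selectin positive by PE staining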
Target sequence (P16581 whole entry, looked up): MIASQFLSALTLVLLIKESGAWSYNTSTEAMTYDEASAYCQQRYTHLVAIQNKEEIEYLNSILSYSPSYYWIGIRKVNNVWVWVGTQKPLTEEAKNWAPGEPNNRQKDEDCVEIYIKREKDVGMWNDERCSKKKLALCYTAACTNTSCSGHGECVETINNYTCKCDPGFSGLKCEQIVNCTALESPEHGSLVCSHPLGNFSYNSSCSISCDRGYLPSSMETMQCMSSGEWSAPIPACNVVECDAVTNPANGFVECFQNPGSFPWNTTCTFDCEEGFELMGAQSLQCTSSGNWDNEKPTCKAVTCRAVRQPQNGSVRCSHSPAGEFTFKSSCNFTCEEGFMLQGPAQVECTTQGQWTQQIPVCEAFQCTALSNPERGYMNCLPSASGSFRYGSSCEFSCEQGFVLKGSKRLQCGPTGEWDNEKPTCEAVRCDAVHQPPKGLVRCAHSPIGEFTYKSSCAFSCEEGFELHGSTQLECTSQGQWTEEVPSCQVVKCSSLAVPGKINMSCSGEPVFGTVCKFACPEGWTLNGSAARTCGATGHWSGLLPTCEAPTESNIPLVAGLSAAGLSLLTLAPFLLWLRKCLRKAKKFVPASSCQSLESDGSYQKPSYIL
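Test system: HUVEC | Signal: Immunofluorescence imaging | Read-out: Percent E-selectin-positive cells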
PglD DTNB – PglD (C. jejuni) enzyme inhibition | purified PglD enzyme, DTNB colorimetric CoA detection | inhibition, % at 12.5 µM | 0.098% of 360,000 active; in the data active = inhibition above about 16%, passing the limit was not always enough; inconclusive = no clear call, values can overlap the other calls; also: strong numbers were not always called active
The depositor's hits bear a star; ? = inconclusive; . = not tested or not shown.

SMILES | esBAF inh | Casp6 inh | ARNT TACC3 PPI | RAD54 inh | RAD52 inh | ERp5 inh | E-sel inducer | PglD DTNB
COc1cccc(N2CCN(c3ccc4nnc(CCC(=O)Nc5ccc(C)cn5)n4n3)CC2)c1 | -5 | . | 4 | -11 | . | . | . | -6
CC(C)(C)c1cc(C(=O)NCC(=O)OCC(=O)c2cccc([N+](=O)[O-])c2)cc(C(C)(C)C)c1 | . | . | 4 | -14 | . | . | -0.1 | -2
O=[N+]([O-])c1ccc(Oc2ccc(S(=O)(=O)N3CCOCC3)cn2)cc1 | -5 | 5 | . | 2 | -11 | -9 | . | 0
N#Cc1ccncc1Sc1ccc(Cl)cc1 | -8 | -4 | -4 | -2 | -11 | 4 | . | 4
Cc1nnc(SCc2ccc(Cl)c(Cl)c2)s1 | ? | 0 | -2 | . | -9 | 3 | -0.1 | .
CCOC(=O)N1CCN(C(=O)c2ccc3c(=O)n(CCOC)c(=O)[nH]c3c2)CC1 | 0 | . | -5 | -1 | . | . | . | -2
Cc1c(C(=O)N2CCN(S(=O)(=O)c3ccccc3F)CC2)oc2c(Cl)cccc12 | -5 | 1 | 25 | 0 | -13 | -5 | -0.3 | -3
Cc1nn(C)cc1NC(=O)C[C@@H]1CC[C@H]2[C@@H](COc3ccc(NC(=O)c4cccc(F)c4)cc3C(=O)N2C)O1 | -3 | 2 | 1 | 3 | 12 | 0 | -0.1 | 3
CC(C)(C)c1nnc(N/N=C/c2ccc(O)cc2)n(N)c1=O | . | -5 | 4 | 0 | -25 | -3 | . | -1
COc1cccc(CN2CC(C(=O)NCCn3cccn3)CCC2=O)c1 (stereo not given) | -1 | -1 | -10 | -8 | -4 | -1 | . | -1
CC1CCN(C(=O)COc2ccc(Nc3ccccc3)cc2)CC1 | . | 11 | 2 | . | -6 | 4 | . | .
CCOC(=O)c1cccc(NC(=O)CCOc2ccccc2)c1 | . | 2 | . | . | -11 | 5 | -1.1 | .
COCCCNC(=O)C1CCN(S(=O)(=O)c2ccc3nc4c(c(C(=O)O)c3c2)CCCCC4)CC1 | 2 | 0 | -2 | 10 | -16 | 0 | . | -13
C[C@@H]1CN([C@H](C)CO)C(=O)c2cc(NC(=O)Nc3ccc(C(F)(F)F)cc3)ccc2O[C@@H](C)CCCCO[C@@H]1CN(C)S(=O)(=O)c1ccc(F)cc1 | 0 | 1 | 14 | -4 | 15 | -2 | . | -1
CCC(=O)N1[C@H](CN(CC)C(=O)c2ccc(F)cc2)[C@@H](c2ccccc2)[C@@H]1CO | 1 | -2 | 5 | 5 | 9 | 8 | -0.1 | -2
COc1ccc(CN(C)C[C@@H]2Oc3ccc(NC(=O)CCCCCC(=O)Nc4ccccc4N)cc3CC(=O)N([C@H](C)CO)C[C@@H]2C)cc1 | . | -3 | . | . | -19 | 2 | -0.2 | .
COc1ccccc1NS(=O)(=O)c1c(C)nc2sccn2c1=O | -1 | -2 | -6 | -6 | -9 | -1 | 2.4 | -2
COc1ccccc1CNC(=O)COc1ccccc1OC | -1 | . | -5 | -11 | . | . | . | -4
C[C@H]1CN([C@@H](C)CO)C(=O)c2cccc(NC(=O)Nc3ccccc3)c2O[C@@H]1CN(C)S(C)(=O)=O | 0 | 2 | -5 | 0 | -3 | 3 | -15 | -2
Oc1ccc(N=Nc2cccc(Cl)c2)cc1C=Nc1ccc(N2CCOCC2)cc1 | . | -1 | -3 | . | -17 | 1 | . | .
O=C(C1=C(O)C(=O)N(c2ncccn2)C1c1ccc(Cl)c(Cl)c1)c1ccco1 (stereo not given) | 1 | . | -3 | -10 | . | . | . | 2
O=C(C[C@@H]1CC[C@@H](NC(=O)c2ccccn2)[C@H](CO)O1)NCc1cc(F)cc(F)c1 | -1 | -1 | 7 | -5 | -8 | 10 | -0.1 | 0
CN(Cc1ccccc1)C(=O)c1ccc(NC(=O)Cc2ccc(NC(=O)C3CCCN(C(=O)C4CCCC4)C3)cc2)cc1 (stereo not given) | 11 | -2 | -4 | 1 | -17 | 1 | -0.1 | 4
Cc1ccc(CN2CC(C(=O)Nc3cc(S(C)(=O)=O)ccc3Cl)CC2=O)cc1 (stereo not given) | -1 | . | 18 | 4 | . | . | . | 3
O=C(Nc1cccc(Cl)c1)N[C@@H]1CC[C@@H](CCn2cc(Cc3ccccc3)nn2)O[C@H]1CO | 31 | 2 | 7 | -6 | -15 | -7 | 1.2 | 2
Cc1noc(C)c1NC(=O)Nc1ccc2c(c1)C(=O)N([C@@H](C)CO)C[C@@H](C)[C@@H](CN(C)Cc1ccc(C(F)(F)F)cc1)O2 | -1 | 3 | 2 | -6 | -1 | 3 | . | -8
Cc1oc2c(CN3CCCC3)c(O)ccc2c(=O)c1-c1ccccc1 | 7 | 3 | -6 | -1 | -23 | 0 | . | 1
CSc1nc2ccc(S(N)(=O)=O)cc2s1 | . | 3 | -8 | . | 11 | -4 | -2.0 | .
O=C(CCNS(=O)(=O)c1ccc(Cl)cc1)NCc1ccccn1 | -7 | 0 | 32 | -3 | -24 | 1 | . | -8
C[C@@H]1CN([C@H](C)CO)S(=O)(=O)c2ccc(-c3ccccc3F)cc2O[C@H]1CN(C)Cc1cncnc1 | 5 | 0 | 2 | 16 | 5 | 2 | 0.0 | -2
COc1ccc(C2=NN(C(=O)c3ccccc3)C(c3ccc(OC)c(OC)c3)C2)c(OC(C)=O)c1 (stereo not given) | -1 | 2 | 10 | 3 | -8 | 2 | . | -3
Cc1ccc(NC(=O)CSc2nnc(-c3ccccn3)n2C)cc1 | 2 | . | 9 | -10 | . | . | . | -3
C/C=C/C(=O)Nc1cccc(C2=NOC3(C2)C[C@@H](C(N)=O)N(C(=O)/C(C)=C/C)C3)c1 (stereo not given in full) | -10 | . | -1 | -16 | . | . | 0.1 | 1
O=C(NCC(c1cccnc1)N1CCN(c2ccc(F)cc2)CC1)c1ccccc1 (stereo not given) | -5 | . | 0 | -4 | . | . | . | -12
CCOc1ccc(-n2c(SCc3nc(-c4cccs4)no3)nnc2-c2ccncc2)cc1 | 2 | . | -1 | -7 | . | . | . | 2
C=CC[C@@H](CC(=O)NCCO)C(=O)N[C@H](COC(=O)[C@@H](CC=C)Cc1ccc(F)cc1)Cc1c[nH]c2ccccc12 | -3 | 1 | -1 | -2 | -6 | 5 | 0.1 | 1
COc1cccc(C(=O)OCC(=O)NC23CC4CC(CC(C4)C2)C3)c1 | -3 | -1 | -37 | -6 | -8 | 1 | . | 3
Fc1ccccc1SCc1nnc(-c2ccccc2Br)o1 | -18 | 3 | -10 | 11 | -24 | 4 | . | -1
O=C(/C=C/c1ccco1)N(Cc1ccccc1F)C1CCS(=O)(=O)C1 (stereo not given) | -3 | 5 | 0 | -3 | -13 | -23 | 0.0 | -3
CC(=O)NC(C)CCc1ccccc1 (stereo not given) | . | -2 | 1 | . | 2 | 0 | -0.2 | .

4 entries already listed, arranged by molecular weight, highest first.
SMILES | esBAF inh | Casp6 inh | ARNT TACC3 PPI | RAD54 inh | RAD52 inh | ERp5 inh | E-sel inducer | PglD DTNB
CN(Cc1ccccc1)C(=O)c1ccc(NC(=O)Cc2ccc(NC(=O)C3CCCN(C(=O)C4CCCC4)C3)cc2)cc1 (stereo not given) | 11 | -2 | -4 | 1 | -17 | 1 | -0.1 | 4
O=C(Nc1cccc(Cl)c1)N[C@@H]1CC[C@@H](CCn2cc(Cc3ccccc3)nn2)O[C@H]1CO | 31 | 2 | 7 | -6 | -15 | -7 | 1.2 | 2
O=C(/C=C/c1ccco1)N(Cc1ccccc1F)C1CCS(=O)(=O)C1 (stereo not given) | -3 | 5 | 0 | -3 | -13 | -23 | 0.0 | -3
COc1cccc(C(=O)OCC(=O)NC23CC4CC(CC(C4)C2)C3)c1 | -3 | -1 | -37 | -6 | -8 | 1 | . | 3

Next part:
SMILES | esBAF inh | Casp6 inh | ARNT TACC3 PPI | RAD54 inh | RAD52 inh | ERp5 inh | E-sel inducer | PglD DTNB
CCOc1ccccc1OCC(=O)OCC(=O)c1c(N)n(CC(C)C)c(=O)n(C)c1=O | 5 | 0 | -4 | -4 | 1 | -2 | . | -5
Cc1noc(-c2ccccc2)c1NC(=O)Nc1ccc2nc([C@H]3C[C@H](O)[C@@H](CO)O3)[nH]c2c1 | -5 | 11 | . | 7 | 9 | 6 | . | 1
O=C(CCN=C1NS(=O)(=O)c2ccccc21)OCc1ccccc1 | -8 | -5 | -16 | -17 | 2 | 3 | . | 1
CN(CC(=O)Nc1ccc(F)cc1)C(=O)COc1ccccc1Cc1ccccc1 | 3 | 0 | -2 | -1 | -9 | 12 | 0.8 | 0
CN1/C(=C\C(=O)COC(=O)CNC(=O)c2ccc3ccccc3c2)C(C)(C)c2ccccc21 | -21 | . | 2 | -11 | -101 | 0 | 1.4 | -8
COc1ccc(NC(=O)N(C)C[C@H]2Oc3cc(-c4ccc(C)cc4)ccc3S(=O)(=O)N([C@@H](C)CO)C[C@H]2C)cc1 | 0 | 3 | 3 | 7 | 15 | -1 | -0.1 | 1
COc1ccc(CNC(=O)N(C)C[C@H]2OCc3ccccc3-c3ccccc3C(=O)N([C@@H](C)CO)C[C@H]2C)cc1 | -4 | 0 | -9 | 9 | 5 | 3 | 7.0 | -2
CSc1ccccc1NC(=O)c1ccc(Cl)s1 | 13 | . | -3 | 3 | . | . | . | -4
O=C(c1ccc(Cl)c([N+](=O)[O-])c1)N1CCCc2ccccc21 | 12 | -2 | 3 | 6 | -10 | 6 | 0.0 | 5
O=C(Oc1cccc(NC(=O)c2ccccc2Cl)c1)c1ccc([N+](=O)[O-])cc1 | 3 | . | 13 | -4 | . | . | . | 4
COCC(=O)N(C[C@@H]1[C@@H](c2ccccc2)[C@H](CO)N1C(=O)NC(C)C)C(C)C | 2 | . | 0 | -10 | 6 | -3 | 0.3 | -1
CCCCCC(NC(=O)C1CCN(C(=O)[C@@H](NS(=O)(=O)c2ccc(C)cc2)C(C)C)CC1)C(=O)O (stereo not given in full) | -4 | -2 | -12 | -3 | -5 | 6 | . | -4
N=c1c(C(=O)NC2CCCC2)cc2c(=O)n3ccccc3nc2n1CCN1CCOCC1 | 1 | . | -3 | 6 | . | . | . | -6
O=c1c2cnn(-c3ccccc3)c2nc(-c2cccs2)n1-c1ccc(Br)cc1 | 14 | . | -10 | 2 | . | . | . | 4
C[C@@H]1CCCCO[C@@H](CN(C)C(=O)C2CCCCC2)[C@H](C)CN([C@H](C)CO)C(=O)c2cc(NS(=O)(=O)c3cn(C)cn3)ccc2O1 | -3 | -3 | 6 | -1 | -7 | 0 | -0.1 | 4
Cc1onc(-c2ccccc2Cl)c1C(=O)Nc1nnc(C(C)C)s1 | 1 | 0 | 0 | 13 | -7 | -4 | 0.0 | -5
COc1ccc(/C=C2\CC/C(=C\c3ccc(OC)cc3OC)C2=O)c(OC)c1 | 15 | -5 | 11 | -19 | -46 | 3 | -0.2 | -2
COc1ccc(C(=O)N2C[C@@H]3[C@H](c4ccccc42)[C@H](CO)N3C(=O)Cc2ccccn2)cc1 | 2 | 1 | 1 | -22 | -10 | -3 | 0.0 | 1
Cc1cnc(C(=O)OCC(=O)Nc2oc(-c3ccccc3)c(-c3ccccc3)c2C#N)cn1 | -15 | . | 0 | 2 | . | . | . | 3
CCOc1ccc(NS(=O)(=O)c2c(C)nc3sccn3c2=O)cc1 | 0 | 1 | -3 | 5 | -4 | -4 | -0.5 | -4
CC1(C(=O)NS(=O)(=O)c2ccc(C#N)cc2)CCN1C(=O)C1(c2ccc(Cl)cc2)CC1 (stereo not given) | -4 | 3 | . | -29 | -12 | 0 | -0.2 | -6
COc1ccc(NC(=O)Nc2ccc3c(c2)N(C)C(=O)CS3)cc1OC | -1 | 1 | -7 | -6 | -14 | -3 | . | 2
